Screens as filed in PubChem.
Vif-A3F inh: blocks the Vif interaction with APOBEC3F. HeLa A3F-eYFP + Vif (tagged APOBEC3F with the HIV-1 protein that degrades it), YFP fluorescence increase. Potency, µM (series often up to 46.1 µM), inactives show at the top dose activity, negative = active. 0.2% of 390,000 active. AID 602313; further: potency means the concentration at half of the fitted maximal effect; % of control where 0% means no effect; nearly all actives have a fitted effect of over 65% in size
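HeLa cells stably expressing A3F-eYFP plus Vif, plated and incubated overnight at 37 deg C, then exposed to compounds overnight at 37 deg C. Blocked degradation read as raised yellow fluorescence (Ex 488/Em 500-530).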
LDHA block: LDHA (human) enzyme inhibition; P00338; purified LDHA, NADH/diaphorase-resazurin fluorescence; active compounds read low; activity change, % (values are at about 110 or 230 µM); 0.15% of 480,000 active; in the data active means activity change below about -30%; inconclusive means mostly about -25% to -30%;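 further: plate controls were DMSO wells for no effect and wells without enzyme for full effect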
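Enzyme activity of human lactate dehydrogenase 5 (2 nM; 0.06 mM NADH, 0.2 mM pyruvate, 5 min, RT) is measured via a resazurin/diaphorase fluorescence readout of residual NADH.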
rTrxR1 inhibitor: rat TrxR1 inhibition; O89049; recombinant rTrxR1, NADPH fluorescence consumption, selenite substrate; Potency, µM (doses to about 114 µM), for the others: at the top dose activity change, negative = inhibition, hits mostly inhibitors; 1% of 390,000 active; AID 588453; further: potency means the concentration at half of the fitted maximal effect; on the % scale 0 is the no-effect control and ±100 the full control effect; nearly all actives have a fitted effect of over 65% in size
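Rat TrxR1 (90 nM in the dispensed reagent) was pre-reduced with 400 uM NADPH for 5 min at room temperature, then incubated with compound for 15 min. After 400 uM selenite was added, NADPH fluorescence (Ex 340/Em 450 nm) was followed for 8 min.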
IDH1 R132H inh: human IDH1 R132H inhibition | Potency, µM (titrated, usually from 76.6 µM), without a hit: top-dose activity change, negative = inhibition, most hits filed as inhibitors | O75874 | AID 602179 | 0.093% of 390,000 active | IDH1-R132H enzyme, NADPH consumption, diaphorase/resazurin fluorescence; further: potency means the concentration at half of the fitted maximal effect; on the % scale 0 is the no-effect control and ±100 the full control effect; nearly all actives have a fitted effect of over 65% in size
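IDH1-R132H (0.5 ug/mL) preincubated 30 min with compound, then NADPH (0.016 mM) and alpha-KG (2 mM) added; 80 min at RT, pH 7.5. Remaining NADPH coupled via diaphorase/resazurin to fluorescence (540/590 nm); concentration-response curves normalized to no-enzyme control.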
USP1-UAF1 inh: blocks the human USP1/UAF1 deubiquitinase complex; O94782; 0.23% of 390,000 active; AID 743255; Potency, µM (series often up to 57.1 µM), for the others: at the top dose activity change, negative = inhibition, most hits filed as inhibitors; recombinant USP1/UAF1, Ub-Rhodamine cleavage fluorescence; further: potency means the concentration at half of the fitted maximal effect; on the % scale 0 is the no-effect control and ±100 the full control effect; nearly all actives have a fitted effect of over 60% in size; inactives centre near -12
Target sequence (O94782 whole entry, looked up): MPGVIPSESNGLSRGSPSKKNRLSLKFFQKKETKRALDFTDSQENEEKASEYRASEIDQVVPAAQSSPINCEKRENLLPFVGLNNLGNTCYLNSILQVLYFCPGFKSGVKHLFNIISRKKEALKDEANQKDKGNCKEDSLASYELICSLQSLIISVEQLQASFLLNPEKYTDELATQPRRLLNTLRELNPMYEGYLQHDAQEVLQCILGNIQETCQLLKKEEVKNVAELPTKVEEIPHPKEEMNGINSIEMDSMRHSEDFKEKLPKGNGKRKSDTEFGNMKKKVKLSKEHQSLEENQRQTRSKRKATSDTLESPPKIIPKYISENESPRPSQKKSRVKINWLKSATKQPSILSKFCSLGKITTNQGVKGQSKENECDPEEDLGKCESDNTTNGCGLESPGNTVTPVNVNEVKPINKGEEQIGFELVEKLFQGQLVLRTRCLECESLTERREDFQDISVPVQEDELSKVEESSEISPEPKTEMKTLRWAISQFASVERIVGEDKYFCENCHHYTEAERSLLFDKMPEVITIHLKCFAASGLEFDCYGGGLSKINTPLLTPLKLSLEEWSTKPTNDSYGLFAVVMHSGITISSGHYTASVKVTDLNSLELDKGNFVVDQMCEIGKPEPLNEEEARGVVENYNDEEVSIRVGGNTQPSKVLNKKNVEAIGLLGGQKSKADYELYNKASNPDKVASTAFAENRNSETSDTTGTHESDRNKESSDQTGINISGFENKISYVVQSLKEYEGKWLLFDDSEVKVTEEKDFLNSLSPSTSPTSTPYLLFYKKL
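High-throughput fluorogenic screen: 1nM USP1/UAF1 complex, Ub-Rho substrate 150nM final, 50mM HEPES pH 7.8 with 0.5mM EDTA, 0.1 mg/ml BSA, 1mM TCEP and 0.01% Tween-20.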
Glioma ERSR ind: ER stress response induction in glioma | Potency, µM, for the others: at the top dose activation, usual class: activators | AID 602332 | U87-MG GRP78 promoter luciferase reporter, 16 h | 0.02% of 420,000 active; further: potency means the concentration at half of the fitted maximal effect; series mostly up to about 76 µM; % of control where 0% means no effect; nearly all actives have a fitted effect of over 35% in size
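Stably transfected U87-MG human glioma cells carrying a GRP78-based luminescent sensor were seeded at 1000 cells/well, pin-dosed with compounds and incubated 16 h. Luciferase reagent was then added, and end-point luminescence was read after 10 min at room temperature.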
TrxR1 substrate: substrates of rat thioredoxin reductase 1; O89049; Potency, µM (titrated, usually from 114 µM), for the others: at the top dose activity change, negative = substrate turnover; 0.01% of 390,000 active; purified TrxR1 substrate turnover, NADPH consumption readout; further: potency means the concentration at half of the fitted maximal effect; on the % scale 0 is the no-effect control and ±100 the full control effect; nearly all actives have a fitted effect of over 50% in size
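Rat TrxR1, dispensed at 90 nM, was prereduced with 400 uM NADPH (final) for 5 min at ~22 deg C, then incubated with compound 15 min before 400 uM selenite. A first-read NADPH fluorescence drop versus no-compound background flagged substrates.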
Vif-A3G inh: inhibitors of Vif-APOBEC3G interaction; AID 602310; Potency, µM (highest dose often 46.1 µM), for the others: at the highest dose activity, negative = active, most hits filed as inhibitors; 0.076% of 410,000 active; HeLa A3G-eYFP + Vif (tagged APOBEC3G with the HIV-1 protein that degrades it), YFP fluorescence, overnight;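 further: potency means the concentration at half of the fitted maximal effect; on the % scale 0 is the no-effect control and ±100 the full control effect; nearly all actives have a fitted effect of over 60% in size; hits raise eYFP signal because A3G escapes Vif-driven loss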
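HeLa cells stably expressing Vif and C-terminally eYFP-tagged A3G, seeded overnight at 37 deg C, then exposed to compound by pintool overnight at 37 deg C. Rise in yellow fluorescence (Ex 488/Em 500-530, Acumen) marks blocked Vif-driven A3G degradation.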
RGS4 inhibitor: inhibitors of human regulator of G protein signaling 4 | P49798 | Transcreener GDP fluorescence polarization, RGS4-accelerated GTP hydrolysis | Potency, µM (highest dose often 114 µM), without a hit: at the top dose activity change, negative = inhibition, hits mostly inhibitors | 0.039% of 390,000 active | AID 504845; further: potency means the concentration at half of the fitted maximal effect; on the % scale 0 is the no-effect control and ±100 the full control effect; nearly all actives have a fitted effect of over 75% in size; some results filed as inactive show a strong effect at the top dose
Target sequence (P49798 whole entry, looked up): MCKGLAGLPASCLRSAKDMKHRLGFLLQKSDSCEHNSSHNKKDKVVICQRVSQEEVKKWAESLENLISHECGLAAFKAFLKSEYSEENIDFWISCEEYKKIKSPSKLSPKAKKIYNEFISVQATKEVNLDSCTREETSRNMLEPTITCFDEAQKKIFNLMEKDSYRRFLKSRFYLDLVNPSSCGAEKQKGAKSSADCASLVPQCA
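MLSMR compounds (23 nl, pin-transferred) preincubated 10 min at room temperature with a 500nM (2x) first reagent, then RGS4 at 900nM (2x) plus Transcreener GDP mix added; fluorescence polarization (620/688 nm) read before and after 90 min at 30 °C.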
* = called active by the depositor; ? = inconclusive; . = no result given; & = joins results of further samples; [ ] = another dose, or the depositor's remark. Unless noted, the call rests on the fitted dose curve; in most records, active means well fitted curve in the direction sought with a large enough effect; inconclusive means small, poorly fitted or top-dose-only effect, or another doubt; inactive means no such curve, though single readings can be large; an effect the other way counts as inactive or inconclusive. An excerpt, so the mix of outcomes need not match the whole.

item	compound	Vif-A3F inh	LDHA block	rTrxR1 inhibitor	IDH1 R132H inh	USP1-UAF1 inh
1	COc1ccc2c(c1OC)C(=O)N1c3ccccc3C(=O)N(c3ccc(F)cc3)C21 (stereo not given)	3%	-4	-3%	2%	-14%
2	COc1ccc(-c2sc3cc(OC)c(OC)cc3c2C#CC2(O)CCCCC2)cc1	-5%	13	2%	-6%	-27%
3	Cc1ccc(Cn2cc(/C=N/Nc3ccc([N+](=O)[O-])cn3)c3ccccc32)cc1	?	-13	?	-2%	-13%
4	CC(=O)C1=C(O)C(=O)N(Cc2cccnc2)C1c1ccc(Cl)cc1Cl (stereo not given)	-5%	-3	11%	3%	-26%
5	Cc1ccc(S(=O)(=O)N2CC(O)C2)cc1	-9%	-4	18%	-7%	-13%
6	CC(C)Sc1nc2c(c(=O)[nH]c(=O)n2C)n1Cc1ccc(Cl)cc1	-8%	-1&-5	-9%	14%	-14%
7	Cc1ccc(NC(=S)NNC(=O)c2ccco2)cc1	1%	-12	-11%[57.1 µM]	7%	0%
8	COc1ccc(NC(=O)c2cccs2)cc1C(=O)N1CCN(c2ccccc2)CC1	-12%	-4	3%	1%	-20%

item	Glioma ERSR ind	TrxR1 substrate	Vif-A3G inh	RGS4 inhibitor
1	-2%	-6%	-7%	10%
2	-2%	31%	-4%	3%
3	3%	-7%	-4%	-15%
4	-3%	8%	1%	1%
5	-4%	-2%	-3%	-1%
6	-2%	-2%	-6%	-28%
7	9%	5%[57.1 µM]	1%	5%
8	-4%	-4%	-29%	4%

Next part
item	compound	Vif-A3F inh	LDHA block	rTrxR1 inhibitor	IDH1 R132H inh	USP1-UAF1 inh
9	COc1ccc(C(=O)OCC(=O)N2CCOCC2)cc1S(=O)(=O)N1CCOCC1	-11%	0	21%	-5%	-5%
10	CCC1CCc2sc(C(=O)NCC(c3ccc(OC)cc3)N3CCOCC3)cc2C1 (stereo not given)	7%	3	7%	-3%	-13%
11	CC1=C(C(=O)OC2CCCCCC2)C(c2ccc(C)o2)C2=C(CCCC2=O)N1 (stereo not given)	-7%	1	12%	-9%	-2%
12	COc1ccccc1NC(=O)COC(=O)c1oc2ccccc2c1C	-3%	1	21%	13%	-13%
13	C#CCOCCOCCOCCNc1nc(N2CCN(C(=O)C([C@@H](C)CC)n3cc(C(N)COC(=O)C(F)(F)F)nn3)CC2)nc(N2CCN(C(=O)[C@H](CCCCN)n3cc(C(N)CC(C)C)nn3)CC2)n1 (stereo not given in full)	-4%	-3	?	0%	7%
14	O=C(Nc1ccc2nc(SCC(=O)N3CCOCC3)sc2c1)c1ccc(F)cc1	-2%	-3	17%	14%	2%
15	COc1ccc(C(=O)NCC(=O)OCC(=O)Nc2cccc(S(=O)(=O)N3CCCC3)c2)cc1	2%	-9	20%	3%	-6%
16	CC(C)CN(C(=O)COC(=O)CCCc1c[nH]c2ccccc12)c1c(N)n(Cc2ccccc2)c(=O)[nH]c1=O	-10%	-13	-4%	0%	-7%

item	Glioma ERSR ind	TrxR1 substrate	Vif-A3G inh	RGS4 inhibitor
9	-2%	5%	1%	-10%
10	-4%	-8%	1%	-5%
11	-1%	8%	-1%	22%
12	-8%	5%	-3%	-6%
13	-3%	-5%	4%	-3%
14	-2%	5%	-2%	10%
15	13%	7%	2%	20%
16	-5%	-13%	-4%	-2%

The list goes on.
item	compound	Vif-A3F inh	LDHA block	rTrxR1 inhibitor	IDH1 R132H inh	USP1-UAF1 inh
17	O=C1CSC(c2ccc(F)cc2)N1c1nc2ccccc2s1 (stereo not given)	6%	0	-1%	8%	-19%
18	Cc1ccc(S(=O)(=O)NCC(=O)OC2CCOC2=O)cc1 (stereo not given)	-16%	-6	4%	3%	-20%
19	O=C(CSc1nncs1)Nc1ccc2[nH]c(=O)[nH]c2c1	7%	5	-2%[57.1 µM]	-3%	-13%
20	CCOc1[nH]n(-c2ccccc2)c(=O)c1C=Nc1ccc(C(=O)OC)cc1	-1%	2	-4%	20%	-18%
21	CCN(CC)C(=O)C(Sc1nnnn1-c1ccc(O)cc1)c1ccccc1 (stereo not given)	-6%	-6	6%	3%	-20%
22	Cc1cc(C)n(CCC(=O)N/N=C/c2ccc(Cl)c([N+](=O)[O-])c2)n1	3%	-1	19%	-1%	-25%
23	CCc1onc(C)c1C(=O)O	-3%	1	25%[57.1 µM]	9%	-20%
24	CC1=C(C(=O)N(C)C)CC(CC(=O)NC2CC2)C(=O)N1Cc1ccc(C(C)(C)C)cc1 (stereo not given)	2%	-5	.	2%	-12%

item	Glioma ERSR ind	TrxR1 substrate	Vif-A3G inh	RGS4 inhibitor
17	.	-5%	-5%	7%
18	-3%	-2%	1%	-9%
19	-5%	1%[57.1 µM]	-1%	-10%
20	-5%	-3%	2%	-3%
21	1%	-2%	7%	-14%
22	-3%	4%	7%	-4%
23	-3%	4%[57.1 µM]	3%	-9%
24	-1%	.	0%	.

Ordered by the number under Vif-A3F inh (lowest first): three from the list above
No.	SMILES	Vif-A3F inh	LDHA block	rTrxR1 inhibitor	USP1-UAF1 inh	TrxR1 substrate	RGS4 inhibitor
18	Cc1ccc(S(=O)(=O)NCC(=O)OC2CCOC2=O)cc1 (stereo not given)	-16%	-6	4%	-20%	-2%	-9%
21	CCN(CC)C(=O)C(Sc1nnnn1-c1ccc(O)cc1)c1ccccc1 (stereo not given)	-6%	-6	6%	-20%	-2%	-14%
17	O=C1CSC(c2ccc(F)cc2)N1c1nc2ccccc2s1 (stereo not given)	6%	0	-1%	-19%	-5%	7%

(cont.)
item	compound	Vif-A3F inh	LDHA block	rTrxR1 inhibitor	IDH1 R132H inh	USP1-UAF1 inh
25	COc1cc(/C=N/n2c(C3CCCCC3)n[nH]c2=S)ccc1O	?	1	-9%	-1%	-11%
26	O=C(NCc1ccccc1)N(Cc1nc2ccccc2c(=O)[nH]1)C1CCCC1	-8%	-6	-10%	-1%	11%
27	NC(=S)Nc1nc2ccccc2s1	?	-6	16%[57.1 µM]	2%	2%
28	CCc1ccccc1NC(=O)CSc1nnc(Cn2cnc3ccccc32)o1	-9%	-4	7%[57.1 µM]	-2%	-2%
29	Cc1ccc(-c2ccc(=O)n(CC(=O)NCc3ccco3)n2)cc1	7%	-2	6%	5%	-8%
30	COCCSc1ccccc1C(=O)Nc1cc(C)cc(C)c1	-1%	-1	26%	4%	-23%
31	CC(C)CN(CCNC(=O)CN1C(=O)CSc2ccc(S(=O)(=O)N3CCOCC3)cc21)CC(C)C	3%&0%	-6&2	15%	13%&-13%	-2%&-33%
32	CCCCN(CC)S(=O)(=O)c1ccc(C(=O)N=c2sc3cc(NC(C)=O)ccc3n2C)cc1	-5%	1	?	-1%	2%

item	Glioma ERSR ind	TrxR1 substrate	Vif-A3G inh	RGS4 inhibitor
25	-2%	0%	0%	-26%
26	3%	41%[activator]	0%	-14%[11.4 µM]
27	4%	0%[57.1 µM]	1%	-44%
28	0%	-10%	1%	2%
29	-7%	7%	2%	1%
30	-1%	-1%	3%	-15%[56.9 µM]
31	-4%&-2%	-4%	3%&4%	23%&12%
32	-5%	69%[activator]	4%	-5%

Following part.
item	compound	Vif-A3F inh	LDHA block	rTrxR1 inhibitor	IDH1 R132H inh	USP1-UAF1 inh
33	O=C1N[C@@H](c2ccccc2)COC(=O)[C@H](Cc2ccc(F)cc2)C/C=C\C[C@@H]1CC(=O)N(CCO)Cc1ccccc1	-1%	3	22%	9%	-32%
34	Cc1cccc(-c2nc(=S)c3c(n2Cc2ccco2)CCCC3)c1	-6%	-4	?	0%	-13%
35	O=C(Cc1ccccc1)NC1CCN(C(=O)c2ccc([N+](=O)[O-])cc2)CC1	-4%	-9	13%	-3%	-26%
36	COc1ccccc1NC(=O)C1CCN(S(=O)(=O)c2ccc3[nH]c4c(c3c2)CCCCC4)CC1	4%	-6	12%[57.1 µM]	-23%	?
37	Cc1ccc(S(=O)(=O)Oc2cccc(N3C(=O)C4CC=CCC4C3=O)c2)cc1 (stereo not given)	1%	0	10%	5%	-18%
38	COc1ccc(CN2C(=O)c3oc4ccccc4c(=O)c3C2c2ccc(O)c(OC)c2)cc1 (stereo not given)	-14%&8%	-2&-3	-4%	2%&16%	-8%&-12%
39	CC1CC(c2ccccc2)n2nc(NC(=O)CCc3ccccc3)nc2N1 (stereo not given)	5%	-1	11%[57.1 µM]	-3%	6%
40	O=[N+]([O-])c1ccc(COc2ccc(CNc3ccccc3)cc2)cc1	?	-1	-10%	0%	-22%

item	Glioma ERSR ind	TrxR1 substrate	Vif-A3G inh	RGS4 inhibitor
33	-1%	-10%[57.1 µM]	-11%	-36%
34	-3%	3%	-1%	-39%
35	?	2%	-2%	4%
36	-1%	-2%[57.1 µM]	1%	10%
37	1%	0%	-6%	-17%
38	-1%&-4%	-9%	3%&4%	-4%&-3%
39	-1%	11%[57.1 µM]	-4%	-11%
40	0%	-8%	0%	-3%
